Compound activity: PubChem, several laboratories
Lmaj promast = inhibitors of Leishmania major promastigote growth; Leishmania major promastigotes, resazurin fluorescence viability; inhibition, % at 10 µM; 200,000 tested, 9% active; AID 1063; in the data active = inhibition above about 50%;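 also: promastigotes grown with compound for 44 hours at 28 °C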
RAM network inh = blocks the yeast RAM network; S. cerevisiae dse1pr::URA3 reporter, 5-FOA growth OD615, 2 d; analog-sensitive cbk1-as2 kinase mutant strain; inhibition, % at 50 µM; 190,000 tested, 1.8% active; AID 868;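 active = inhibition above a set limit, 3 SD over mean compound inhibition, cut at about 8.4% in these data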;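 also: 0% = DMSO-only wells with no growth and 100% = 10 µM 1-NA-PP1 full growth; inhibition rescues growth on 5-FOA so higher OD means more RAM inhibition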
S1P3 antagonist = blocks the human S1P3 receptor; AID 485; CHO S1P3 NFAT-BLA reporter, FRET fluorescence, antagonist mode; inhibition, % at 4.98 µM; Q99500; 170,000 tested, 0.27% active;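 active = inhibition above the plate cutoff, the mean inhibition of test wells on that plate plus 3 SD, cut at about 28% in these data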;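 also: cells challenged with S1P at its EC80 of 0.8 µM; blue over green emission ratio from cleaved BLA substrate after 4 h stimulation; 0% = S1P-stimulated wells and 100% = unstimulated DMSO-only wells; some compounds past the cut are filed as inactive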
Target sequence (Q99500 whole entry, looked up): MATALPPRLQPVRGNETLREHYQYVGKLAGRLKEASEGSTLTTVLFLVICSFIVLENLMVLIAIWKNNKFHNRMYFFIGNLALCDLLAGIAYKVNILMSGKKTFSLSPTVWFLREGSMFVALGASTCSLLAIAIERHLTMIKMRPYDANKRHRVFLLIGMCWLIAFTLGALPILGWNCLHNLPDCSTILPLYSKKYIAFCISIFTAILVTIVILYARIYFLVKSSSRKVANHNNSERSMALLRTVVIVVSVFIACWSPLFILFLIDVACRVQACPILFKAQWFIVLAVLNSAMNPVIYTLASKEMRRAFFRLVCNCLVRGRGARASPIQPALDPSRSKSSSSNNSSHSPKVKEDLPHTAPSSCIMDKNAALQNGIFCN
PPARg SRC-3 ag = promotes SRC-3 coactivator recruitment by human PPARgamma; activation, % at 8 µM; 200,000 tested, 0.26% active; P37231; biochemical PPARgamma/SRC-3 coactivator recruitment assay; in the data active = activation above about 23%;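 also: 0% = DMSO and 100% = reference agonist; some compounds past the cut are filed as inactive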
Target sequence (P37231 whole entry, looked up): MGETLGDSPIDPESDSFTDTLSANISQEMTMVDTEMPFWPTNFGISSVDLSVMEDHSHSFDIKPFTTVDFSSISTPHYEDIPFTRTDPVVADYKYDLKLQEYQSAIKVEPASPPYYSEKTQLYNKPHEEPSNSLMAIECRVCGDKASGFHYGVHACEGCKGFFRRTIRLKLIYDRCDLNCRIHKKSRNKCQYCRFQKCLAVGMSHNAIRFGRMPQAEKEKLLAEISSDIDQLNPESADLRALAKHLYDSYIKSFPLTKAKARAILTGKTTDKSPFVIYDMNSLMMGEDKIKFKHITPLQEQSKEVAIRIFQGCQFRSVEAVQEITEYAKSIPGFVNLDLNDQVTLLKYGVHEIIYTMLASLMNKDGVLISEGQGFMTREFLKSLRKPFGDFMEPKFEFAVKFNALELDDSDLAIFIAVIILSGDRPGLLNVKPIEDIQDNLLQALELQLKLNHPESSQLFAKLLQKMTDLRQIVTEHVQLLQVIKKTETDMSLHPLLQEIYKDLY
SRC2 TRFRET art = TR-FRET artefact, counter-screen to PPARgamma/SRC-2 agonist assay; TR-FRET ratio at 8 µM; hits give high values; 200,000 tested, 0.4% active; in the data active = TR-FRET ratio above about 2000; also: inactives centre near 1500; reference of the scale not given here
bIAP inhibitor = blocks bovine intestinal alkaline phosphatase activity; purified bovine IAP, CDP-star luminescence, 30 min; AID 1019; inhibition, % at 20 µM; 190,000 tested, under 10 active;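 active = over 50% inhibition of intestinal alkaline phosphatase at 20 µM in the single-dose screen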
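Assay system – bovine IAP enzyme · Quantity – bovine IAP at 1/65,000,000 final dilution · Detection – CDP-star luminescence signal · Times – 30 min reaction at room temperature · Also added – CDP-star substrate at 30 µM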
HMGR II inh = blocks class II HMG-CoA reductase of Enterococcus faecalis. purified E. faecalis HMGR, NADPH absorbance 340 nm kinetic. inhibition, % at 10 µM. 190,000 tested, 0.41% active;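 active = inhibition above a set limit, the median over all tested compounds plus 3 SD, cut at about 9.5% in these data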;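 also: enzyme runs in reverse so mevalonate oxidation gives rising NADPH absorbance; 0% = complete reaction with DMSO and 100% = background rate lacking mevalonate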
PPARg SRC2 recr = agonists of SRC-2 recruitment by human PPARgamma | PPARgamma LBD-SRC-2 recruitment, biochemical | activation, % at 8 µM | 200,000 tested, 0.34% active | AID 1032; in the data active = activation above about 22%;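 also: 0% = vehicle and 100% = reference agonist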
ROMK primary = human ROMK K+ channel modulation, primary screen; P48048; Tet-inducible ROMK, thallium flux fluorescence; actives lie on both sides; B-score at 10 µM; 130,000 tested, 2% active; AID 1918;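 active = signal ratio slope over the read window, or its plate-corrected B-score, at least 3 SD from the plate mean, either direction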;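 also: B-score of the F/F0 ratio slope over 7 to 12 s after thallium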
Redox H2O2 prof = compounds producing H2O2 with reducing agent – biochemical, NIH compound library profiling, artefact control for MLSCN library redox annotation, primary screen; DTT-dependent redox cycling H2O2, phenol red/HRP absorbance; 100% = 100 µM peroxide control, 0% = buffer; activation, % at 10 µM; 200,000 tested, 0.03% active;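 active = activation of at least 50% relative to the plate's high and low controls in the primary single-dose screen; inactive = activation below 50%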;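 also: compound incubated with DTT at 0.8 mM final as the reducing agent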
PPARg SRC1 recr = PPARgamma-driven SRC-1 recruitment agonism | P37231 | PPARgamma-SRC-1 coactivator recruitment biochemical assay | activation, % at 8 µM | 200,000 tested, 0.41% active; in the data active = activation above about 19%;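 also: 0% = DMSO and 100% = reference agonist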
* hit, by the source's call; . = not tested or not shown.

Under each structure: Lmaj promast	RAM network inh	S1P3 antagonist	PPARg SRC-3 ag	SRC2 TRFRET art	bIAP inhibitor	HMGR II inh	PPARg SRC2 recr	ROMK primary	Redox H2O2 prof	PPARg SRC1 recr
Cc1cc2nc(CCl)cc(=O)n2[nH]1
 : -3	0.9	-9	-2	1504	-10	-5	-4	-0.0034	-1.0	3
CC(=O)C(/C=N/c1cc(-c2ccc(C)cc2)nn1-c1ccccc1)=C(\C)O
 : 64*	2.6	-1	-3	1532	41	-3	-5	-0.75	0.1	-1
Cc1c(C)n(C)c2ccc(C(=O)Nc3cccc4ccccc34)cc12
 : 3	5.2	.	-3	1466	-4	-3	-1	.	-4.8	0
Cc1ccc(N2C(=O)CC(N3CCN(C)CC3)C2=O)cc1 (stereo not drawn)
 : -4	1.0	.	2	1638	3	0	0	.	0.1	-2
CC(C)CCN1C(=O)c2ccc(C(=O)Nc3c[nH]c(=O)[nH]c3=O)cc2C1=O
 : 1	3.7	-2	1	1527	5	-7	-5	0.5	-0.2	-2
CC(C)CCN1CCN(Cc2ccc(C#CC(C)(C)O)s2)CC1CCO (stereo not drawn)
 : 3	-0.8	17	5	1709	-4	-5	5	-0.42	-0.5	4
COc1cc(OC)cc(C(=O)NCc2cccnc2)c1
 : -4	1.3	-5	-7	1586	10	1	1	.	3.8	0
Cc1ccc(S(=O)(=O)NCc2ccncc2)cc1
 : -8	0.8	39	0	1430	13	-2	1	.	2.8	-1
N#C/C(=C(\O)Cc1ccccc1)c1nc2ccccc2[nH]1
 : -2	2.4	.	6	1629	6	-1	5	0.17	0.0	5
CC(=O)c1cc2c(cc1NS(=O)(=O)c1ccc3c(c1)OCCO3)OCO2
 : 2	2.2	-28	11	1771	2	-5	4	.	1.8	2
Cc1nccn1CC(O)COC1CCCCC1 (stereo not drawn)
 : 0	1.2	-8	-1	1448	14	3	1	0.091	12	2
CC(C)n1c(-c2ccco2)csc1=Nc1cccnc1
 : 31	2.2	7	4	1692	25	-7	1	-0.27	0.9	10
COc1cccc(-c2nc(-c3ccc(NC(=O)c4ccncc4)cc3)no2)c1
 : -1	3.0	.	0	1407	-8	2	2	.	1.1	-1
O=C(NNC(=O)C1C2CCC(C2)C1C(=O)O)c1cccc(Cl)c1 (stereo not drawn)
 : -8	2.9	5	0	1728	1	4	5	-1	-1.9	11
Cc1ccc(C(=O)c2coc3ccc(O)c(Cl)c23)cc1
 : -2	-0.3	.	2	1567	3	-2	-1	-0.62	0.2	4
CC1CN(C(=O)COc2ncnc3ccccc23)CC(C)O1 (stereo not drawn)
 : -8	1.5	.	8	1572	4	1	3	.	1.2	1
Cc1c(C=O)n(C)n(-c2ccccc2)c1=O
 : 0	2.4	12	1	1553	7	2	10	-0.52	0.2	2
Cc1ccccc1C(=O)N1CCN(c2ccc([N+](=O)[O-])c(NCc3ccco3)c2)CC1
 : 12	4.9	.	2	1481	7	1	0	-1.9	1.9	2
CCOC(=O)CCCNc1ccc([N+](=O)[O-])cc1[N+](=O)[O-]
 : -1	0.6	-2	-4	1518	43	-8	-5	.	0.1	2
CCn1cc(-c2ccnc3cc(C(=O)O)nn23)c(C)n1
 : -13	0.5	-6	-2	1739	-2	-3	-1	1.2	-2.4	5

As entered above:
Under PPARg SRC-3 ag, Cc1ccc(N2C(=O)CC(N3CCN(C)CC3)C2=O)cc1 (stereo not drawn) has 2
Under PPARg SRC1 recr, CC(C)CCN1CCN(Cc2ccc(C#CC(C)(C)O)s2)CC1CCO (stereo not drawn) has 4
Under PPARg SRC1 recr, Cc1c(C=O)n(C)n(-c2ccccc2)c1=O has 2
Under HMGR II inh, Cc1ccccc1C(=O)N1CCN(c2ccc([N+](=O)[O-])c(NCc3ccco3)c2)CC1 has 1
Under HMGR II inh, CC(C)CCN1C(=O)c2ccc(C(=O)Nc3c[nH]c(=O)[nH]c3=O)cc2C1=O has -7

(cont.)
Under each structure: Lmaj promast	RAM network inh	S1P3 antagonist	PPARg SRC-3 ag	SRC2 TRFRET art	bIAP inhibitor	HMGR II inh	PPARg SRC2 recr	ROMK primary	Redox H2O2 prof	PPARg SRC1 recr
CCC1Oc2ccccc2N(CC(=O)NCCc2ccc(OC)c(OC)c2)C1=O (stereo not drawn)
 : 5	-1.0	.	3	1484	45	2	-11	.	1.6	3
O=C(Nc1cccc(Cl)c1)N1CCN(Cc2ccccc2)CC1
 : 1	0.9	-45	2	1354	9	3	0	.	-0.2	0
COc1cc(CN2CCNC(=O)C2CC(=O)N2CCCCO2)cc(OC)c1 (stereo not drawn)
 : -3	-0.1	-7	3	1685	-4	-3	-10	-1	-1.1	0
CCCNC(=S)N1CCC(NC(=O)C2CCCCC2)CC1
 : -5	2.8	.	8	1551	0	1	3	.	1.6	7
Oc1ccccc1/C=N/Nc1nccnc1Cl
 : 98*	3.2	.	-9	1442	18	-5	11	-0.91	-0.2	0
COc1ccc(C(=O)C[n+]2ccccc2C)cc1
 : -6	0.8	19	0	1500	0	-3	8	.	0.5	7
CC(C)c1ccc(NC(=O)COc2ccccn2)cc1
 : 1	3.9	4	-3	1771	-8	-3	3	0.27	-2.8	5
C=CCSc1nnc(CNC(=O)c2ccc(Cl)cc2)n1CC
 : 0	-0.2	-10	3	1672	7	-2	1	1.4	-0.9	0
COc1cc(Cl)c(C)cc1NC(=O)CCCN1C(=O)CCC1=O
 : -4	-0.5	.	7	1659	6	-4	4	-0.7	-0.1	7
COC(=O)Cc1ccc(NC(=S)N2CCN(c3ccc(OC)cc3)CC2)cc1
 : 5	-1.3	-3	5	1450	6	-3	-1	.	0.3	3
Cc1nnc(NC(=O)c2ccco2)s1
 : -5	0.2	-19	11	1503	5	-3	7	.	-0.3	0
Cc1ccc(C)n1-c1ncc(Br)cn1
 : -3	0.7	-5	0	1386	-7	0	1	0.66	0.2	0
CCCCCCCCCC(=O)OCC(O)CO (stereo not drawn)
 : 10	-1.0	-3	0	1499	-20	-5	0	.	-0.2	1
CCCC(C)C(=O)Nc1ccc(NC(C)=O)cc1 (stereo not drawn)
 : 0	0.2	.	3	1376	-9	-6	-1	0.069	0.2	-2
CCn1c(N)c(C(=O)NC2CCCCC2)sc1=S
 : -2	1.5	-4	9	1557	12	2	2	-0.00021	0.5	-2
Cc1ccccc1NC(=O)CCCSc1nc2ccccc2s1
 : 2	18*	-2	1	1609	4	-5	12	-1.3	-0.2	2
COc1cccc2cc(C(=O)N(Cc3ccccc3)CC3CCCO3)c(=O)oc12 (stereo not drawn)
 : 2	0.2	.	12	1661	17	-2	6	.	0.7	-1
O=C(CNC(=O)c1ccccc1)NCC(=O)OCc1ccccc1Cl
 : 1	2.4	-11	5	1666	-12	4	9	-0.5	0.0	15
Cc1ccc(OCC(=O)N(Cc2ccccc2)c2ccccn2)cc1
 : 19	3.9	-18	6	1842	-24	-1	-3	-0.006	-1.1	8
Cc1c(N2C(=O)C(C)SC23C(=O)Nc2ccccc23)c(=O)n(-c2ccccc2)n1C (stereo not drawn)
 : -5	2.0	-32	8	1677	-4	2	10	.	10	-2

The list continues:
Structure	Lmaj promast	RAM network inh	S1P3 antagonist	PPARg SRC-3 ag	SRC2 TRFRET art	bIAP inhibitor	HMGR II inh	PPARg SRC2 recr	ROMK primary	Redox H2O2 prof	PPARg SRC1 recr
Cn1c(N)c(C#N)c(C#N)c1-c1ccccc1	17	.	.	-2	1728	.	.	-1	-0.69	-2.1	0
CCCCc1ccc(C2C3=C(CC(C)(C)CC3=O)NC3=C2C(=O)c2ccccc23)cc1 (stereo not drawn)	99*	5.2	3	0	1688	0	5	4	-0.9	0.7	-2
CN(C[C@@H](CC1CCCCC1)N(C[C@H](Cc1ccccc1)N(CCc1ccccc1)N=O)N=O)N=O	7	14*	2	1	1615	5	3	15	.	0.5	-10
COc1ccc(C2NCCn3cccc32)cc1 (stereo not drawn)	96*	0.9	.	-3	1313	-2	1	4	-0.92	0.2	2
CN(CCC#N)C(=O)COC(=O)c1c2c(nc3ccccc13)/C(=C/c1ccco1)CC2	2	3.9	-28	3	1593	7	2	5	.	1.0	5
C/C(=C\C(=O)c1ccccc1)Nc1ccc2c(c1)OCO2	-8	-0.1	-16	7	1563	19	-3	-5	.	0.3	-3
O=C(CC1C(=O)NCCN1Cc1c(F)cccc1Cl)NCCCn1ccnc1 (stereo not drawn)	-5	1.1	-12	-6	1554	6	3	-3	0.28	0.0	-3
COc1ccc(C(=O)C2CCCN(Cc3cccn3-c3nccs3)C2)cc1F (stereo not drawn)	11	0.1	10	0	1354	2	6	-3	-2.1	-0.1	-8
COc1ccc(CNC(=O)CSc2ncnc3ccccc23)cc1OC	-3	0.3	-6	0	1607	-25	9	3	0.69	0.7	-2
COc1ccc(CCNC(=O)C(=O)NCc2cccs2)cc1OC	-3	1.0	9	2	1499	7	-2	-7	1.1	0.5	1
Cc1ccccc1CNC(=O)c1ccc(CSCc2ccccc2)cc1	7	5.0	.	-15	1586	22	3	4	.	1.8	-6
CC1(C)C2CCC(C2)C1(C)NC(=O)CNCC1CCCCC1 (stereo not drawn)	16	1.9	-7	2	1546	-11	-5	9	-2.4	0.2	7
COC(=O)CSc1nnc(-c2cnccn2)n1C	-7	0.8	6	0	1435	10	-5	2	.	0.2	2
COc1ccccc1CNc1nc(S(=O)(=O)c2ccccc2)c(Cl)s1	9	9.8*	-27	8	1561	15	-3	7	0.059	0.7	4
COc1ccccc1CC(=O)N1CCN(c2ccccn2)CC1	-5	0.0	.	9	1422	7	-2	-17	.	1.8	4
COc1ccc(CNC(=O)CN(CC2CCCO2)C(=O)CNS(=O)(=O)c2ccccc2)cc1 (stereo not drawn)	2	1.3	-13	-5	1543	-2	-2	-1	.	1.7	11

3 entries from above, ordered by the value under bIAP inhibitor, smallest number first:
Molecule,RAM network inh,S1P3 antagonist,PPARg SRC-3 ag,bIAP inhibitor,HMGR II inh,PPARg SRC2 recr,ROMK primary,Redox H2O2 prof,PPARg SRC1 recr
COc1ccc(CNC(=O)CN(CC2CCCO2)C(=O)CNS(=O)(=O)c2ccccc2)cc1 (stereo not drawn),1.3,-13,-5,-2,-2,-1,.,1.7,11
CCCCc1ccc(C2C3=C(CC(C)(C)CC3=O)NC3=C2C(=O)c2ccccc23)cc1 (stereo not drawn),5.2,3,0,0,5,4,-0.9,0.7,-2
COc1ccccc1CNc1nc(S(=O)(=O)c2ccccc2)c(Cl)s1,9.8*,-27,8,15,-3,7,0.059,0.7,4
